ERK EGF inh = EGF-driven ERK pathway inhibition. HEK293-V1b, EGF-stimulated phospho-ERK AlphaScreen. Potency, µM (top dose mostly 11.5 µM), without a hit: at the top dose activity change, negative = inhibition, actives largely listed as inhibitors. 0.41% of 130,000 active. AID 1454; active = well fitted inhibition curve with a large enough effect; inconclusive = small, poorly fitted or top-dose-only effect, or effect the other way;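 also: plate controls were stimulated vehicle wells for no effect and unstimulated vehicle basal for full effect; nearly all actives have a fitted effect of over 55% in size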
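Concentration-response of compounds against EGF-driven ERK phosphorylation in V1b-expressing HEK293 cells; 30 min preincubation, 5 min EGF, AlphaScreen detection; Normalized to DMSO basal and 25 nM EGF.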
Active calls of the source: *; u = inconclusive; [ ] = remark or other dose. Potency is read from the fitted curve at half-maximal effect.

> O=c1c(-c2ccc(F)cc2)nc2cnc(N3CCOCC3)nc2n1C[C@H]1CCCO1
  ERK EGF inh = 16%

> C=CCNc1cc(N2CCCC2)ccc1[N+](=O)[O-]
  ERK EGF inh = -2%

> CCOc1cc(/C=N/NC(=O)C(=O)Nc2cc(Cl)ccc2C)ccc1O
  ERK EGF inh = -6%

> Cc1cc(NC(=O)NN2CCOCC2)nn1-c1c(Cl)cc(Cl)cc1Cl
  ERK EGF inh = 9%[57.5 µM]

> CCOc1cc2[nH]c(=O)n(CCC(=O)NCCc3ccc(OC)c(OC)c3)c(=O)c2cc1OCC
  ERK EGF inh = -2%

> Cc1ccc2nc(-c3ccncc3)c(NC3CCCCC3)n2c1
  ERK EGF inh = 1%

> Cc1nc(C(=O)Nc2ccccc2)sc1C(=O)Nc1ccccc1
  ERK EGF inh = -6%[57.5 µM]

> CCCCCNC(=O)c1cccnc1SCC(=O)Nc1ccccc1OC
  ERK EGF inh = 2%

> CCN1CCCC1Cn1c(-c2ccccc2)nc2c(NCc3ccccc3)nc(C)nc21 (configuration not stated)
  ERK EGF inh = -7%

> Cn1c(N)c(C(=O)COC(=O)CCC2CCCCC2)c(=O)n(C)c1=O
  ERK EGF inh = 4%

> O=C(NCC(c1ccco1)N1CCN(c2ccccc2F)CC1)OCc1ccccc1 (configuration not stated)
  ERK EGF inh = 33%

> Cc1noc(C)c1C(=O)OCC(=O)Nc1c(F)cccc1F
  ERK EGF inh = 1%

> CCc1[nH]nc2c1C(c1ccsc1)C(C#N)=C(N)O2 (configuration not stated)
  ERK EGF inh = 2%

> Cc1ccccc1N1CC(O)(c2ccccc2)[N+]2=C1SCC2 (configuration not stated)
  ERK EGF inh = 7%

> CC1CN(C(=O)C(C)Sc2nnnn2C)CC(C)O1 (configuration not stated)
  ERK EGF inh = 1%

> Cc1ccc(C)c2[nH]c(=O)c(CN(Cc3ccco3)C(=S)NCC3CCCO3)cc12 (configuration not stated)
  ERK EGF inh = 1%

> OC(CN=c1sc2ccccc2n1CC(O)COc1ccccc1)COc1ccccc1 (configuration not stated)
  ERK EGF inh = u

> COC(=O)CC[C@@H](C)[C@H]1CC[C@H]2[C@@H]3CC[C@@H]4C[C@H](O)CC[C@]4(C)[C@H]3C[C@H](O)[C@]12C
  ERK EGF inh = 3%

> CCOC(=O)NNC(=O)C1CCC(C)CC1 (configuration not stated)
  ERK EGF inh = -3%

> O=C(/C=C\Nc1ccc2c(c1)OCO2)c1cccs1
  ERK EGF inh = 6%

> CCN(c1ccc(NC(=O)COC(=O)c2cc3ccccc3oc2=O)cc1)C(C)C
  ERK EGF inh = -1%

> Cc1ncoc1C(=O)N1CCCC(C(=O)c2ccc3c4c(cccc24)CC3)C1 (configuration not stated)
  ERK EGF inh = -5%

> CC(C)c1ccc(C(=O)N2CCCN(C(=O)c3ccc(C(C)C)cc3)CC2)cc1
  ERK EGF inh = -2%

> N=c1oc2ccc3ccccc3c2cc1C(N)=S
  ERK EGF inh = -1%

> O=C(c1ccco1)N1N=C(C2CCCCC2)CC1(O)C(F)(F)F (configuration not stated)
  ERK EGF inh = -2%

> CC(=O)c1cc(C(=O)c2ccccc2)sc1Nc1ccccc1
  ERK EGF inh = u

> CCOC(=O)c1cnc(Nc2ccccc2)nc1C(F)(F)F
  ERK EGF inh = 7%[57.5 µM]

> CS(=O)(=O)c1ccc(Cl)c(NC(=O)Nc2ccccc2)c1
  ERK EGF inh = 4%[57.5 µM]

> CCCC[C@@H]1CNC(=S)N1CCCC
  ERK EGF inh = -12%[57.5 µM]

> Cc1cc(-n2c(C)cc(C(=O)COc3ccccc3[N+](=O)[O-])c2C)no1
  ERK EGF inh = u

> O=c1[nH]c(CN2CCN(S(=O)(=O)/C=C/c3ccccc3)CC2)nc2cc(Cl)ccc12
  ERK EGF inh = -1%[57.5 µM]

> CCOC(=O)C1CCCN1C(=O)c1ccc(OC)c(Br)c1 (configuration not stated)
  ERK EGF inh = 19%

> Cc1ccc(-c2nnc(SCC(=O)NC(=O)Nc3ccc(C)cc3C)n2N)cc1
  ERK EGF inh = 5%

> CC(=O)Nc1cccc(NC(=O)CSc2ccc(-c3ccccn3)nn2)c1
  ERK EGF inh = -3%

> Nn1c(=O)[nH]c2c([nH]c3ccccc32)c1=O
  ERK EGF inh = 2%

> COc1ccc(/C(N)=N/OC(=O)c2cccs2)cc1OC
  ERK EGF inh = 8%

> O=S(=O)(/N=C(/Nc1ccc(F)c(F)c1F)c1ccccc1)c1ccccc1
  ERK EGF inh = 5%

> O=C(NNc1c(Cl)cccc1Cl)C1CCC1
  ERK EGF inh = 2%[57.5 µM]

> Cn1cc(CN2CCCC(CO)(Cc3ccccc3)C2)cn1 (configuration not stated)
  ERK EGF inh = 11%

> O=C(NNC(=S)Nc1cccc(Cl)c1)c1ccccc1OC(F)F
  ERK EGF inh = 9%

> COc1ccc(C(=O)N[C@H](C(=O)N2CCN(c3ccccc3F)CC2)C(C)C)cc1
  ERK EGF inh = -4%

> CC(=O)N/N=c1\sc2ccccc2n1C
  ERK EGF inh = -7%

> Cc1ncc(CN2CCC(CO)(Cc3ccccc3)CC2)s1
  ERK EGF inh = -1%

> O=C(CNC(=O)c1ccc(S(=O)(=O)N2CCCC2)cc1)N/N=C/c1ccc(F)cc1
  ERK EGF inh = 4%

> O=C(NCc1nc2ccccc2[nH]1)c1ccccc1F
  ERK EGF inh = 5%[57.5 µM]

> CCc1nnc(NC(=O)C(CC)CC)s1
  ERK EGF inh = -3%[57.5 µM]

> CCN1CCN(CCCNC(=O)C(=O)c2c(C)[nH]c3ccccc23)CC1
  ERK EGF inh = 4%

> O=C(Nc1ccc(O)cc1)/C(=C\C=C\c1ccccc1)NC(=O)c1ccccc1
  ERK EGF inh = 0%[57.5 µM]

> COc1ccc(-n2c(=O)c(C)nc3cncnc32)cc1
  ERK EGF inh = -7%

> Cc1nn(CC(=O)Nc2ccc(C(C)C)cc2)c(C)c1[N+](=O)[O-]
  ERK EGF inh = 0%

> Cc1cc(C(=O)N/N=C/c2ccc(OCc3ccccc3)cc2)c(C)o1
  ERK EGF inh = -5%

> CC(C)Oc1ccc(C(=O)NC2=NCCS2)cc1
  ERK EGF inh = 8%

> Fc1ccc(-n2c(-c3ccc4ccccc4n3)n[nH]c2=S)cc1Cl
  ERK EGF inh = -7%

> CN(c1ccccc1C(=O)N1CCN(Cc2ccc3c(c2)OCO3)CC1)S(C)(=O)=O
  ERK EGF inh = 2%

> C/C(=N/OC(=O)c1c(-c2c(F)cccc2Cl)noc1C)c1cnccn1
  ERK EGF inh = 0%

> C=CCSc1ncc(CO)n1Cc1ccccc1
  ERK EGF inh = u

> CCCc1nnc(NC(=O)C(=O)NCCN(CC)CC)s1
  ERK EGF inh = -13%[57.5 µM]

> COc1cc(Cn2c(-c3ccc(O)c(OC)c3)nc3ccccc32)ccc1O
  ERK EGF inh = -4%[57.5 µM]

> O=C(c1ccncc1)N1CCC[C@@]2(CCN(Cc3ccccc3)C2)C1
  ERK EGF inh = -3%

> CCN(CC)S(=O)(=O)c1ccc(OC)c(NC(=O)c2cccc(C)c2[N+](=O)[O-])c1
  ERK EGF inh = -5%

By substructure, those above containing four or more nitrogen atoms.
> O=c1c(-c2ccc(F)cc2)nc2cnc(N3CCOCC3)nc2n1C[C@H]1CCCO1
  ERK EGF inh = 16%

> Cc1cc(NC(=O)NN2CCOCC2)nn1-c1c(Cl)cc(Cl)cc1Cl
  ERK EGF inh = 9%[57.5 µM]

> Cc1ccc2nc(-c3ccncc3)c(NC3CCCCC3)n2c1
  ERK EGF inh = 1%

> CCN1CCCC1Cn1c(-c2ccccc2)nc2c(NCc3ccccc3)nc(C)nc21 (configuration not stated)
  ERK EGF inh = -7%

> CCc1[nH]nc2c1C(c1ccsc1)C(C#N)=C(N)O2 (configuration not stated)
  ERK EGF inh = 2%

> CC1CN(C(=O)C(C)Sc2nnnn2C)CC(C)O1 (configuration not stated)
  ERK EGF inh = 1%

> O=c1[nH]c(CN2CCN(S(=O)(=O)/C=C/c3ccccc3)CC2)nc2cc(Cl)ccc12
  ERK EGF inh = -1%[57.5 µM]

> Cc1ccc(-c2nnc(SCC(=O)NC(=O)Nc3ccc(C)cc3C)n2N)cc1
  ERK EGF inh = 5%

> CC(=O)Nc1cccc(NC(=O)CSc2ccc(-c3ccccn3)nn2)c1
  ERK EGF inh = -3%

> Nn1c(=O)[nH]c2c([nH]c3ccccc32)c1=O
  ERK EGF inh = 2%

> O=C(CNC(=O)c1ccc(S(=O)(=O)N2CCCC2)cc1)N/N=C/c1ccc(F)cc1
  ERK EGF inh = 4%

> CCN1CCN(CCCNC(=O)C(=O)c2c(C)[nH]c3ccccc23)CC1
  ERK EGF inh = 4%

> COc1ccc(-n2c(=O)c(C)nc3cncnc32)cc1
  ERK EGF inh = -7%

> Cc1nn(CC(=O)Nc2ccc(C(C)C)cc2)c(C)c1[N+](=O)[O-]
  ERK EGF inh = 0%

> Fc1ccc(-n2c(-c3ccc4ccccc4n3)n[nH]c2=S)cc1Cl
  ERK EGF inh = -7%

> C/C(=N/OC(=O)c1c(-c2c(F)cccc2Cl)noc1C)c1cnccn1
  ERK EGF inh = 0%

> CCCc1nnc(NC(=O)C(=O)NCCN(CC)CC)s1
  ERK EGF inh = -13%[57.5 µM]

(continued)
> COc1ccc2nc(SCC(=O)Nc3cc(OC)c(OC)cc3C(=O)O)c(C)cc2c1
  ERK EGF inh = 7%

> COc1ccc(/C=N/NC(=O)CCc2n[nH]c(=O)[nH]c2=O)cc1OC
  ERK EGF inh = 15%

> CC(C)=CC(O)C/C(C)=C/COc1ccc2ccc(=O)oc2c1 (configuration not stated)
  ERK EGF inh = 1%[57.5 µM]

> CCOC(=O)C(Oc1ccc2c(-c3ccccc3)cc(=O)oc2c1)c1ccccc1 (configuration not stated)
  ERK EGF inh = 7%

> O=C(CCCNC(=O)/C(=C/c1ccccc1F)NC(=O)c1ccccc1)OCc1ccccc1
  ERK EGF inh = 4%

> O=C(c1cn(-c2ccccc2)nc1-c1ccc(Br)cc1)N1CCOCC1
  ERK EGF inh = -2%

> Brc1ccc(-n2c(SCc3nc4ccccc4[nH]3)nnc2-c2ccncc2)cc1
  ERK EGF inh = -6%

> COc1ccc(NCC(=O)N/N=C(\C)c2cc3ccccc3o2)cc1
  ERK EGF inh = 10%

> COc1ccc(C(=O)O)cc1S(=O)(=O)N(C)C
  ERK EGF inh = -4%

> CC(=O)N1CCN(c2ccnc3cc(Cl)ccc23)CC1
  ERK EGF inh = 2%[57.5 µM]

> CC[C@H](C)[C@@H](NC(=O)O[C@@H]1Cc2cc(OC)ccc2O[C@H]1c1cccc(OC)c1)C(=O)OC
  ERK EGF inh = 4%

> CCN(C(=O)C(C)OC(=O)C1C(C(=O)OC)=C(C)NC(C)=C1C(=O)OC)c1ccccc1 (configuration not stated)
  ERK EGF inh = 2%

> CCN(CC)S(=O)(=O)c1cc(Cl)ccc1OC
  ERK EGF inh = -9%

> CN(CCc1cn[nH]c1)Cc1nc(C(c2ccccc2)c2ccccc2)no1
  ERK EGF inh = u

> CCOC(=O)C1(CCCc2ccccc2)CCN(C(=O)C(C)n2cncn2)CC1 (configuration not stated)
  ERK EGF inh = -3%

> CC(=O)c1ccc(NC(=O)C2CC(=O)N(C(C)C)C2)cc1 (configuration not stated)
  ERK EGF inh = -13%

> O=C(O)c1ccc(COc2ccccc2[N+](=O)[O-])o1
  ERK EGF inh = -8%

> COc1ccc(-c2coc3c(OC)c(OC)cc(OC)c3c2=O)cc1
  ERK EGF inh = 10%

> COc1ccc(C(=O)OCCOc2ccccc2C(C)=O)c(O)c1
  ERK EGF inh = -6%

> CC(C)OP(=O)(OC(C)C)C(Nc1ccccn1)c1ccc(F)cc1 (configuration not stated)
  ERK EGF inh = 5%

> Cc1ccc(Cl)c(NC(=O)CN(C)CC(=O)Nc2ccc(F)c(F)c2F)c1Cl
  ERK EGF inh = -1%

> CCN(CC)C(=S)NC(=O)Cc1ccccc1
  ERK EGF inh = 3%

> CCCc1nnc2n1N=C(c1ccc(OC)c(OC)c1)CS2
  ERK EGF inh = 2%

> COc1ccc2[nH]c(=O)c(CN(Cc3cccnc3)C(=S)NCC3CCCO3)cc2c1 (configuration not stated)
  ERK EGF inh = 1%

> C/C(=N\NC(=O)c1ccoc1C)c1cccnc1
  ERK EGF inh = 7%

> COc1cc(OC)cc(OCC(O)Cn2cnc(-c3ccccc3)c2)c1 (configuration not stated)
  ERK EGF inh = 1%

> Cc1nc2ccccn2c1-c1ccnn1S(=O)(=O)c1ccc(F)cc1
  ERK EGF inh = 6%[57.5 µM]

> COc1ccc([N+](=O)[O-])cc1NC(=O)Nc1ccc(OC)c(OC)c1
  ERK EGF inh = u

> Nc1nc(-c2sc3nc4c(cc3c2N)CCCC4)nc(N2CCOCC2)n1
  ERK EGF inh = 4%

> COc1ccc(C(=O)/C=C/C(=O)N(Cc2ccccc2)C(C(=O)NC2CCCCC2)c2ccncc2)c(O)c1 (configuration not stated)
  ERK EGF inh = -5%

> Cc1ccc(S(=O)(=O)n2nc(-c3ccco3)nc2N)cc1
  ERK EGF inh = 1%

> CCN(CC)Cc1oc(CO)cc(=O)c1O
  ERK EGF inh = 1%

> Cc1ccc(S(=O)(=O)NC(C(=O)N2CCOCCOCCOCCOCC2)c2ccccc2)cc1 (configuration not stated)
  ERK EGF inh = -5%

> O=C(Nn1c(-c2ccc(Br)cc2)nc2ccccc2c1=O)c1cccnc1
  ERK EGF inh = -4%

> Cc1ccc(CNC(=O)/C=C/c2ccc(S(=O)(=O)NCc3ccco3)cc2)cc1
  ERK EGF inh = 4%

> CC(C)=CCC[C@](C)(O)C1CC=C(C)CC1 (some centres not stated)
  ERK EGF inh = 4%

> COc1ccc(-c2coc3c(CN4CCOCC4)c(O)ccc3c2=O)cc1
  ERK EGF inh = -19%[57.5 µM]

> Clc1cccc(CNCCNCc2cccc(Cl)c2)c1
  ERK EGF inh = -8%

> Cc1[nH]c2ccccc2c1C(=O)CSc1cccc[n+]1[O-]
  ERK EGF inh = -6%[57.5 µM]

> CCCn1c(C)nc2c(NCCN(C)C)nc(C)nc21
  ERK EGF inh = -6%

Screens: PubChem BioAssay, National Center for Advancing Translational Sciences (NCATS)

Not all compounds are listed, so the mix of outcomes need not match the whole.
